# Screens: PubChem BioAssay, National Center for Advancing Translational Sciences (NCATS)
# EPAC2 antagonist: antagonists of human EPAC2; Q8WZA2; Potency, µM (highest dose often 114 µM), for the others: top-dose activity, negative = inhibition, most hits filed as inhibitors; 0.18% of 360,000 active; EPAC2 GEF exchange of Rap1B-BODIPY-GDP, fluorescence; AID 720708; also: potency is read from the fitted curve at half-maximal effect; % is scaled to controls: 0 for no effect and ±100 for the full control effect; nearly all actives have a fitted effect of over 45% in size; many of its hits are not listed in these tables
# aSyn rescue: alpha-synuclein toxicity inhibition in yeast; 0.14% of 370,000 active; Yeast expressing alpha-synuclein, growth rescue, BacTiter-Glo, 24 h; Potency, µM (doses to about 46.1 µM), inactives show at the top dose growth rescue (activation), usual class: activators; AID 652106; also: potency is read from the fitted curve at half-maximal effect; % of control where 0% means no effect; nearly all actives have a fitted effect of over 65% in size
#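 Rescue of yeast growth: cells expressing toxic alpha-synuclein, induced in galactose at OD600 0.02, incubated with compound 24 h at 30 C. ATP luminescence quantified growth; inhibitors of toxicity appear as activators.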
# FUS suppressor: rescues growth of FUS-expressing yeast; S. cerevisiae FUS-expressing, growth rescue, OD600, 24 h; Potency, µM (highest dose often 76.6 µM), for inactives: at the top dose growth rescue (activation), hits mostly activators; 0.24% of 390,000 active; AID 1347120;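 also: potency is read from the fitted curve at half-maximal effect; plate controls were DMSO vehicle for no effect and reference control for full effect; nearly all actives have a fitted effect of over 55% in size; some results filed as inactive show a strong effect at the top dose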
#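 Steps: raffinose overnight preculture; dilution to OD 0.005 in 2% galactose minimal medium; compound addition (concentration series); 24hr at 30C, 99% humidity; absorbance read at 600 nm.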
# D3 ag: D3 dopamine receptor (human) agonism; D3R DiscoveRx beta-arrestin cells, luminescence, 90 min; AID 652048; max activation, %; 0.58% of 410,000 active; in the data active = max activation above about 30%; also: 0% is about no effect; mostly tested at two doses, the higher about 12 µM
# Target sequence (P35462 whole entry, looked up): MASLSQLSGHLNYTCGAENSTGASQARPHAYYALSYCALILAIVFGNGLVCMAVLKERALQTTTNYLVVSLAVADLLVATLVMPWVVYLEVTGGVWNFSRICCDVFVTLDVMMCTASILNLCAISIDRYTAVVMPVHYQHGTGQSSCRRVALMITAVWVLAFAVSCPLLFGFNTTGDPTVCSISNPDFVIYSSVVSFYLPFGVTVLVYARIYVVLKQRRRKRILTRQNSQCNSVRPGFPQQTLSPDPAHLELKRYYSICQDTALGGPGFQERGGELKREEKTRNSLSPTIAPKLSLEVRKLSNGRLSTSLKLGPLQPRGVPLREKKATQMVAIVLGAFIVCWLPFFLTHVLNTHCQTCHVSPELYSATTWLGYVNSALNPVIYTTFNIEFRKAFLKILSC
#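 Cells at 1500/well, incubated overnight, then treated with pinned compounds (dopamine as control) for 90 min at 37 degrees C. DiscoveRx reagent added for 30 - 60 minutes at room temperature; luminescence read.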
# TDP-43 yeast inh: rescues yeast growth from TDP-43 toxicity; AID 652104; Potency, µM (doses to about 46.1 µM), without a hit: at the highest dose growth rescue (activation), hits mostly activators; TDP-43 expressing yeast growth rescue, BacTiter-Glo, 24 h; 1.8% of 410,000 active; also: potency is read from the fitted curve at half-maximal effect; % of control where 0% means no effect; nearly all actives have a fitted effect of over 50% in size
#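 Cell-based yeast growth screen: TDP-43 expression induced in galactose, inoculum OD600=0.02 after raffinose pregrowth to mid-log. Read-out BacTiter-Glo luminescence at 24 hr, 30 deg C; inhibition of toxicity seen as signal increase.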
# D3 antag: antagonists of human D3 dopamine receptor | P35462 | D3R cells, DiscoveRx beta-arrestin luminescence, antagonist mode; active compounds read low | AID 652054 | 2.5% of 360,000 active | max response, negative = inhibition, %; in the data active = max response below about -50%; inconclusive = no clear call, values can overlap the other calls; also: % is scaled to controls: 0 for no effect and ±100 for the full control effect; mostly tested at two doses, the higher about 12 µM
#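 Cells expressing the human receptor were seeded at 1500 cells/well, incubated overnight at 37 degrees C in 5% CO2, then exposed to library compounds with dopamine controls for 90 minutes at 37 degrees C before luminescent detection.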
# EPAC2 agonist: EPAC2 (human) agonism; Q8WZA2; EPAC2 activation, biochemical qHTS; response scale: 100% = 6.5 mM cAMP response; Potency, µM (titrated, usually from 154 µM), without a hit: top-dose activation, usual class: activators; 0.079% of 360,000 active; AID 720711; also: potency is read from the fitted curve at half-maximal effect; nearly all actives have a fitted effect of over 50% in size
#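 Exchange assay: 100 nM EPAC2 with 250 nM Rap1B-BODIPY-GDP and 50 uM GDP. Fluorescence (ex 480/em 540 nm) read every 5 min for 30 min at room temperature. Data normalized to 6.5 mM cAMP as agonist control.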
# Abeta rescue: compounds reversing amyloid beta toxicity in yeast. Potency, µM (doses to about 46.1 µM), without a hit: at the top dose growth rescue, actives largely listed as activators. 0.063% of 410,000 active. AID 1347071. yeast expressing A-beta42, growth rescue, OD600, 48 h; response scale: 0% DMSO, 100% iron-clioquinol control; also: potency is read from the fitted curve at half-maximal effect; nearly all actives have a fitted effect of over 55% in size
#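 Yeast growth medium received pinned compounds, then yeast cells expressing toxic A-beta were added; plates incubated at 30 C for 48 hr. Growth read as absorbance at 600 nm, normalized to DMSO and equimolar FeCl3 plus clioquinol controls.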
# * marks the source's active call; other numbers are inactive results; u = inconclusive; x = no result given; [ ] = dose if it differs, or a comment. Unless noted, calls follow the shape of the dose curve; as a rule, active = well fitted curve in the direction sought with a large enough effect; inconclusive = small, poorly fitted or top-dose-only effect, or another doubt; inactive = no such curve, though single readings can be large; an effect the other way counts as inactive or inconclusive. An excerpt, so the mix of outcomes need not match the whole.
no.	SMILES	EPAC2 agonist	D3 antag	D3 ag	EPAC2 antagonist	TDP-43 yeast inh	aSyn rescue	FUS suppressor	Abeta rescue
1	CCCCn1c(N)c(N(CCOC)C(=O)c2cccc(S(=O)(=O)N(C)c3ccccc3)c2)c(=O)[nH]c1=O	-6%	-20	6	-7%	13%	-7%	10%	12%
2	COc1ccc(N(CC(=O)NCc2ccco2)S(=O)(=O)c2ccccc2)cc1	-4%	-3	3	4%	0%	-1%	7%	-5%
3	CC(C)c1nc2cc(C(=O)N3CCN(c4cnccn4)CC3)ccc2o1	0%	2	-12	4%	17%	5%	x	-4%
4	O=C(CSCc1nc2c(nnn2Cc2ccc(F)cc2)c(=O)[nH]1)Nc1c(Cl)cc(Cl)cc1Cl	-16%	-8	1	2%	-4%	5%	4%	17%
5	COc1ccc(-c2cc3ccc(F)cc3cn2)cc1	-12%	2	14	4%	17%	-13%	-17%	-8%
6	CC1=CC(C)(C)n2c(O)c(N=N)c3cc(C)cc1c32	12%	8	0	-10%	u	11%	x	-26%
7	COC(=O)c1cccnc1-n1c(=O)c2cccnc2n(CC(=O)Nc2ccc(Br)cc2)c1=O	13%	0	11	-6%	17%	10%	-10%	9%
8	Cc1c(NC(=O)c2cccs2)cccc1NC(=O)c1cccs1	-3%	-15	-17	-2%	20%	2%	x	-2%
9	Cc1cc(N2CCCC(C(=O)Nc3cccc4ccccc34)C2)n2ncnc2n1 (stereo not given)	13%	0	7	-4%	-8%[9.22 µM]	-3%	20%	-2%
10	CN(C)c1ccc(/C=N/NC(=O)CN2CCCCC2)cc1Br	-1%	10	-3	-12%	17%	3%	-15%	2%
11	Cc1cc(C)c(C(=O)COC(=O)[C@H](C)Nc2ccc(C(F)(F)F)cc2[N+](=O)[O-])c(C)c1	10%	u	0	4%	-16%	-6%	19%	7%
12	COc1ccc(C)cc1NC(=O)COC(=O)c1c(C)nn(-c2ccccc2)c1C	16%	32	23	0%	u	9%	10%	2%
13	C#CC(C)(CC)NC(=O)Cn1nnc(-c2ccc(S(C)(=O)=O)cc2)n1 (stereo not given)	9%	-1	-3	-3%	8%	1%	-18%	6%
14	CC(C)(C)S(=O)N1Cc2cc(C(=O)N3CCc4ccccc4C3)nc(-c3cccc(-c4cccnc4)c3)c2[C@@H]1CCO (stereo not given in full)	4%	u	-6	9%	9%	4%	34%	-2%
15	COc1ccccc1C(=O)COC(=O)C(CCSC)NC(=O)COc1ccccc1 (stereo not given)	-1%	12	5	3%	13%	-5%	24%	16%
16	OC(c1ccccc1)(c1nc(-c2cc3ccccc3o2)cs1)C(F)(F)F (stereo not given)	3%	-20	-12	-24%	-92%[inhibitor]	-5%	2%	-74%[inhibitor]
17	CC(=O)C(=Cc1ccc(Cl)cc1)C(=O)c1ccccc1	18%	u	-16	u	u	-58%[inhibitor]	1%	-78%[inhibitor]
18	CSc1nnc(N2C(=O)C(O)=C(C(=O)c3ccco3)C2c2cccc(Cl)c2)s1 (stereo not given)	3%	u	-6	13%	-7%	-18%	2%	-5%
19	C[C@H](CO)N1C[C@H](C)[C@@H](CN(C)C(=O)Nc2ccc(C(F)(F)F)cc2)Oc2c(NS(=O)(=O)c3ccccc3)cccc2C1=O	5%	19	0	-18%	11%	-6%	u	-2%
20	COc1ccc(NC(=O)CN(C)C(=O)Cc2ccc(S(=O)(=O)N3CCOCC3)s2)cc1	20%	3	-3	-1%	-8%	0%	43%	-10%
21	Cc1cccc(Nc2nc(-c3sc(C)nc3C)cs2)c1	27%	4	8	-9%	2%	-13%	25%	16%
22	Cc1cc(COc2ccccc2)oc1C(=O)O	12%	-9	2	1%	-1%	-1%	-17%	-1%
23	CC(=O)c1cccc(NC(=O)CN2C(=O)c3ccccc3C2=O)c1	0%	-7	0	2%	-10%	-1%	1%	5%
24	Cc1cccc(-c2nc(CS(=O)CC(=O)NCCCSC3CCCCC3)c(C)o2)c1 (stereo not given)	9%	21	5	-11%	u	6%	39%	16%
25	O=C(CN(C(=O)CSc1nc2ccccc2o1)c1ccccc1F)NC1CCCCC1	1%	u	-11	-3%	-2%	6%	6%	6%
26	CC(=O)NCCc1ccc(S(=O)(=O)Nc2cccnc2)cc1	6%	10	4	6%	-18%	2%	-22%	21%
27	CC(=O)Nc1ccccc1-c1nc2ccccc2nc1OCC(=O)c1ccc2ccccc2c1	9%	-14	-3	12%	-12%	1%	8%	u
28	C=CCNC(=O)CN1CCN(C(c2ccccc2)c2ccccc2)CC1	5%	-1	-25	5%	6%	5%	-19%	9%
29	Cc1nn(C)c(Cl)c1NC(=O)OCc1ccc(F)cc1	12%	19	-4	3%	-7%	-8%	9%	-5%
30	CCCc1c(-c2ccc(F)cc2F)ncn1Cc1cccc(-c2ccccc2)c1	-2%	4	6	u	u	-14%	u	13%
31	Nc1c(Cl)cc(-c2csc(NC(CO)c3nc4ccccc4n3CCOCCO)n2)cc1Cl (stereo not given)	10%	20	-16	4%	12%	-3%	30%	-7%
32	O=C(NCC1CCCO1)C1CCN(S(=O)(=O)c2cccc3nonc23)CC1 (stereo not given)	-3%	u	9	-1%	10%	1%	6%	-2%
33	CCCN1CCN(CC2=C(C(=O)OCC)C(c3ccc(OC(C)C)cc3)NC(=O)N2)CC1 (stereo not given)	x	x	-17	x	2%	x	-26%	-11%
34	Cc1nn(C)cc1NC(=O)c1cc2nc(-c3ccco3)cc(C(F)(F)F)n2n1	-9%	4	2	0%	-12%	2%	5%	-6%
35	O=C(CN1CCOCC1)N/N=C/c1ccccc1	15%	-12	-7	4%	6%	-1%	11%	-3%
36	O=S(=O)(NCCN1CCOCC1)c1ccc(Oc2ccccc2Cl)cc1	9%	-7	-15	-2%	-17%	0%	7%	-7%
37	Cc1ccc(NC(=O)C2=NNC(=O)CC2)cc1F	14%	-15	-9	0%	-2%	-9%	20%	5%
38	Cc1cccc(C(c2c(C)nn(-c3ccccc3)c2N)c2c(C)nn(-c3ccccc3)c2N)c1	4%	8	-3	-1%	10%	10%	42%	18%
39	Cc1ccc(/C(N)=N/OC(=O)CSc2ccccc2)cc1	-1%	-3	0	2%	2%	-6%	-2%	-4%
40	COc1c(C)cc(Br)cc1C(=O)Nc1cccc(-c2nc3ncccc3o2)c1	18%	99	3	-4%	13µM*	1%	32%	5%
41	O=C(NC1CC(=O)N(c2cccc(F)c2)C1)c1cc2ccccc2o1 (stereo not given)	x	x	-33	x	15%	x	5%	-23%
42	CCOC(=O)Cc1ccc(Nc2nc(NC)nc3ccsc23)cc1	14%	-78*	-23	8%	10%	-5%	-11%	-4%
43	CCCCc1nc2n[nH]c(N)c2c2c1CSC(C)(C)C2	-5%	23	12	10%	10%	0%	-39%	8%[9.22 µM]
44	Cc1ccc(N2CC(=O)N(CC(=O)O)C2=O)cc1	7%	-5	4	0%	-10%[9.22 µM]	-3%	-1%	5%
45	COc1ccc(C(=O)Nc2nc(-c3cccs3)c(NC(C)=O)s2)cc1	2%	3	9	-5%	-3%	-3%	29%	3%
46	C[C@H](O)[C@@H]1CN2CCc3c([nH]c4ccccc34)[C@@H]2C[C@@H]1N(C)C(=S)Nc1ccc(C#N)cc1	11%	-13	-8	-1%	31%	-5%	-5%	-3%
47	COc1ccc(COc2cccnc2N)cc1	0%	10	-1	-7%	-7%	-2%	-15%	-6%
48	Cn1c(=O)n(-c2cccc(Cl)c2)c(=O)n1C	4%	6	-14	11%	-18%	-3%	12%	-11%
49	Cn1nc(-c2ccc(Cl)cc2)c2cc(C(=O)NCCCN3CCCC3)sc21	4%	u	-19	-4%	7%	-9%	15%	-5%
50	CN(C)S(=O)(=O)Nc1cccc(-c2cn3c(n2)SCC3)c1	16%	-12	-2	1%	8%	-6%	3%	x
51	CC(=O)c1ccc2c3c(cc(C)c2c1)CCCC3	14%	42	23	-22%	-9%	-2%	21%	-1%
52	Cc1cc(C)n2ncc(/C(N)=N/OC(=O)c3ccccc3F)c2n1	0%	-3	-16	9%	18%	-7%	20%	-36%[inhibitor]
53	CC(C)(C)OC(=O)N1CCC[C@H]1C(=O)Nc1ccc(C#N)cc1	1%	0	-27	9%	-12%	-3%	-22%	-27%
54	Cc1ccc(S(=O)(=O)Nc2cccc(-n3cnnn3)c2)cc1C(=O)O	8%	16	-11	11%	1%	-1%	-8%	x
55	Cc1cccc(N2CCN(C(=O)Cn3nc(C)c4sc5ccccc5c4c3=O)CC2)c1C	x	x	-5	x	1%	x	-18%	-8%
56	Cc1cccc(OCCN2C(=O)C(=O)c3cc(C)ccc32)c1	3%	-27	-13	u	-3%	6%	4%	11%
57	COc1ccc(N2C(=O)CC(Sc3nc4ccccc4s3)C2=O)cc1 (stereo not given)	-2%	-1	-5	0%	u	6%	23%	15%
58	CCc1nc2ccccc2n1CC(O)COCC1CC=CCC1 (stereo not given)	7%	12	-1	-3%	6%	1%	-31%	1%
59	CCOCCCNC(=O)C(NC(=O)c1cnccn1)c1ccc(C)cc1 (stereo not given)	4%	1	2	-2%	0%	2%	-5%	10%
60	O=C(Nc1ccccc1)N1N=CCC1c1ccccc1 (stereo not given)	6%	1	4	-2%	-9%	6%	-5%	-5%

# Other entries follow:
no.	SMILES	EPAC2 agonist	D3 antag	D3 ag	EPAC2 antagonist	TDP-43 yeast inh	aSyn rescue	FUS suppressor	Abeta rescue
61	CN(Cc1ccccc1)C(=O)CCNC(=O)Cn1cnc2ccccc2c1=O	-2%	7	1	1%	2%	-4%	-2%	16%
62	COC(=O)[C@@]1(Cc2ccc(F)cc2)[C@H]2c3cc(C(=O)N(C)C)n(Cc4ccc(S(C)(=O)=O)cc4)c3C[C@H]2CN1C(=O)c1ccccc1	6%	u	-3	-1%	0%	1%	u	-1%
63	CC(C)CCn1c(CN2CCN(Cc3ccccc3)CC2)nc2c1c(=O)n(C)c(=O)n2C	-3%	0	-11	7%[57.1 µM]	-5%	0%	14%	-10%
64	COc1cccc(-c2cc(C(=O)N3CCCc4ccccc43)no2)c1	12%	-27	11	6%	24%	-1%	39%	-29%
65	CSc1ncc(Cl)c(C(=O)Nc2cc(C(F)(F)F)ccc2Cl)n1	x	x	2	x	15%	x	5%	3%
